MITF act: activators of MITF-driven TRPM1 promoter reporter, primary screen, cell-based, SK-MEL-5, luciferase, single point | SK-MEL-5 TRPM1-promoter luciferase, 24 h; % of positive control, neutral wells = 0 | activation, % at 12.5 µM | 300,000 compounds, 0.75% hits;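 active = mean activation of at least 80% with every replicate also reaching 80%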;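 also: 0% = neutral control wells and 100% = parthenolide positive control wells; values of inactives mirror those of a sister screen read the other way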
AddAB inh: growth inhibition of E. coli expressing H. pylori AddAB, primary screen, AddAB inhibitor project, absorbance | inhibition, % at 11.9 µM | 330,000 compounds, 0.29% hits | AID 435030, 2010; in the data active = inhibition above about 12%;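 also: 0% = vehicle wells of infected cells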
CAL PDZ FP-1: CAL PDZ peptide-binding inhibitors, primary screen, biochemical, fluorescence polarization, Cer-tagged CAL PDZ, HTS; 330,000 compounds, 0.02% hits; purified CAL PDZ, TMR-peptide fluorescence polarization, 1 h; inhibition, % at 20 µM; AID 504414, 2011;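 active = highest replicate inhibition of at least 40%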;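 also: plate controls were DMSO neutral control wells for no effect and unlabeled competitor peptide control wells for full effect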
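material = purified tagged CAL PDZ domain construct (CerCALP) | buffer or medium = sodium phosphate/NaCl buffer pH 7.4 with TCEP, IgG, Thesit | reagent = TMR-labelled reporter peptide T*-PRC34 bound in PDZ groove | incubation = 1 h room-temperature incubation prior to read | measured by = fluorescence polarization (mP) | evaluation = percent inhibition from loss of millipolarization | control set = unlabelled peptide and DMSO controls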
Tat export inh: E. coli Tat export inhibitors, primary screen, MC4100, TorA-mCherry reporter, fluorescence, single point; inhibition, % at 10 µM; 340,000 compounds, 0.036% hits; AID 488895, 2010;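 active = mean replicate inhibition at least 50% and at least half of replicates individually reaching 50%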;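 also: exported cargo escapes ClpAP degradation while cytoplasmic cargo is degraded and loses fluorescence; 0% = median of neutral control wells and 100% = median of NaSCN control wells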
SR-BI DiI-HDL act: activators of SR-BI mediated DiI-HDL uptake, primary screen, ldlA[mSR-BI] CHO cells, DiI fluorescence; 3 h; 100 = double the neutral-control signal; activation, % at 12.5 µM; 320,000 compounds, 0.096% hits;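 active = mean replicate activation of at least 60% and every replicate at or above 60%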;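 also: 0% = median plate neutral-control signal and 100% = twice that signal; values of inactives mirror those of a sister screen read the other way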
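material = CHO ldlA[mSR-BI] cells | medium = Ham's F12 with 0.5% BSA, HEPES 25 mM, pH 7.4 | reagent = fluorescent DiI-HDL, 10 µg/mL final | compound dosing = single-point compound dose | incubation = 3 h, 37 °C | measured by = bottom-read fluorescence, 550/595 nm | measure = HDL uptake via cellular fluorescence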
phage Ecoli inh: growth loss of phage-infected E. coli, primary screen, RecBCD inhibitor project, absorbance, with phage, HTS; inhibition, % at 11.9 µM; 360,000 compounds, 0.26% hits; AID 651602, 2012; in the data active = inhibition above about 11%
CAL PDZ FP-2: untagged CAL PDZ binding inhibitors, primary screen, biochemical, fluorescence polarization, HTS | AID 602252, 2012 | inhibition, % at 24.9 µM | 300,000 compounds, 0.92% hits | purified CAL PDZ, TMR-peptide fluorescence polarization, 1 h;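 active = mean inhibition of at least 30% with at least half of replicates also reaching 30%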;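 also: 0% = DMSO neutral control and 100% = excess unlabeled competitor peptide PRC23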
Ecoli viability: E. coli V3065 growth inhibition, primary screen, counter-screen for AddAB inhibitor project, absorbance, OD600. 18 h. inhibition, % at 11.9 µM. 330,000 compounds, 0.27% hits. AID 449728, 2010;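 active = inhibition above the campaign's mean inhibition across all tested compounds plus 3 SD, cut at about 9.9% in these data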;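 also: uninfected addAB+ strain grown without phage in ampicillin broth; 0% = DMSO wells and 100% = ciprofloxacin 0.95 µg/ml wells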
SR-BI DiI inh: inhibitors of SR-BI mediated HDL lipid uptake, primary screen, ldlA[mSR-BI] cells, fluorescence, single point; ldlA[mSR-BI] CHO cells, DiI-HDL uptake fluorescence, 3 h; inhibition, % at 12.5 µM; Scavenger receptor class B member 1 (Mus musculus), Q61009; 320,000 compounds, 0.96% hits;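 active = mean replicate inhibition of at least 70% and a set share of replicates each scoring 70 or more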;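 also: 0% = median of neutral control wells and 100% = median of positive control wells; values of inactives mirror those of a sister screen read the other way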
Target sequence (Q61009 whole entry, looked up): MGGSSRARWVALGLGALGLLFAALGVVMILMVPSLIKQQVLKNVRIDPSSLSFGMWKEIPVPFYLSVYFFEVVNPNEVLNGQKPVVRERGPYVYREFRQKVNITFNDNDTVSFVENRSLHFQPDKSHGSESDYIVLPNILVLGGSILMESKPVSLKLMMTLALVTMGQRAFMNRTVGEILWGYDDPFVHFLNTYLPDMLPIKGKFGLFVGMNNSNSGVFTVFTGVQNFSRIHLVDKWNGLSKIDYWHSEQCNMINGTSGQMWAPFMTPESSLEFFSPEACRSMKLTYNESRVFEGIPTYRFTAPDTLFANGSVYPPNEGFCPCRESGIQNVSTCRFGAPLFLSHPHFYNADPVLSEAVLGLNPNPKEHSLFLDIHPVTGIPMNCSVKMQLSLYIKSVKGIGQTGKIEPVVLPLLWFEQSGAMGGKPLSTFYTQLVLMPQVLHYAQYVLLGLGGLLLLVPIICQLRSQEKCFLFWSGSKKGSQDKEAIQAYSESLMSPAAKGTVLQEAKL
Wnt act: Wnt/beta-catenin pathway activators, primary screen, cell-based, plate reader, single point; activation, % at 9.35 µM; 300,000 compounds, 1.2% hits; Wnt/beta-catenin reporter cell assay, activator; AID 743398, 2014; in the data active = activation above about 30%, passing the limit was not always enough;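 also: 0% = neutral control wells and 100% = positive control wells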
An asterisk follows results filed as active. Compounds were not picked by outcome (roughly 3.6% active in at least one column).

How did O=C(CN1CCCC1=O)NC1(C(F)(F)F)NC(=O)N(Cc2ccccc2)C1=O (centres undefined) do in these assays?
MITF act: 8; AddAB inh: 0.4; CAL PDZ FP-1: -3.2; Tat export inh: -8; SR-BI DiI-HDL act: -4; phage Ecoli inh: -0.6; CAL PDZ FP-2: -5; Ecoli viability: 0.9; SR-BI DiI inh: 4; Wnt act: -1

How did COc1ccccc1N(CC(=O)NC1CCCCC1)C(=O)c1csnn1 do in these assays?
MITF act: -3; AddAB inh: -0.6; CAL PDZ FP-1: -0.4; Tat export inh: 0; SR-BI DiI-HDL act: 16; phage Ecoli inh: 2.1; CAL PDZ FP-2: -3; Ecoli viability: 1.6; SR-BI DiI inh: -16

What do the screens show for `C/C(=N\NC(=O)CSCc1ccccc1Cl)c1cc(O)ccc1O`?
MITF act: 15; AddAB inh: 2.1; CAL PDZ FP-1: -0.4; Tat export inh: 0; SR-BI DiI-HDL act: 0; phage Ecoli inh: 3.6; Ecoli viability: 0.8; SR-BI DiI inh: 0; Wnt act: -2

Results for O=C1C=C(c2ccc(Oc3ccccc3)cc2)C[C@@H](c2ccc(Cl)cc2)C1 ?
MITF act: 5; AddAB inh: -0.2; CAL PDZ FP-1: -0.7; Tat export inh: 0; SR-BI DiI-HDL act: -9; phage Ecoli inh: 3.9; CAL PDZ FP-2: -1; Ecoli viability: -0.1; SR-BI DiI inh: 9; Wnt act: 6

Results for CN1C(=O)c2cccc3c(S(=O)(=O)Nc4ccccn4)ccc1c23 ?
MITF act: 5; AddAB inh: 4.2; CAL PDZ FP-1: -2.0; Tat export inh: -4; SR-BI DiI-HDL act: 22; phage Ecoli inh: 1.5; CAL PDZ FP-2: -23; Ecoli viability: -0.2; SR-BI DiI inh: -22

Results for COc1ccc(N2CS(=O)CC2=O)cc1 (centres undefined) ?
MITF act: 13; AddAB inh: 1.4; CAL PDZ FP-1: -2.7; Tat export inh: -3; SR-BI DiI-HDL act: 10; phage Ecoli inh: 3.9; CAL PDZ FP-2: 1; Ecoli viability: 1.6; SR-BI DiI inh: -10; Wnt act: -5

What do the screens show for `COc1ccc(S(=O)(=O)c2nnn(-c3cccc(Cl)c3)c2N)cc1`?
MITF act: -15; AddAB inh: 3.8; CAL PDZ FP-1: -1.5; Tat export inh: -3; SR-BI DiI-HDL act: -12; phage Ecoli inh: 4.6; CAL PDZ FP-2: 2; Ecoli viability: 2.2; SR-BI DiI inh: 12; Wnt act: -6

How did NNC(=O)c1ccc2ccccc2n1 do in these assays?
MITF act: -12; CAL PDZ FP-1: -0.9; Tat export inh: 0; SR-BI DiI-HDL act: 20; phage Ecoli inh: 2.5; CAL PDZ FP-2: 5; SR-BI DiI inh: -20; Wnt act: -1

Results for S=C(NCc1ccccc1)Nc1nccs1 ?
MITF act: 19; AddAB inh: 0.7; CAL PDZ FP-1: 0.1; Tat export inh: 7; SR-BI DiI-HDL act: 22; phage Ecoli inh: 2.2; CAL PDZ FP-2: -4; Ecoli viability: -1.6; SR-BI DiI inh: -22; Wnt act: -2

How did COCc1c(C(=O)NCC2COc3ccccc3O2)oc2ccccc12 (centres undefined) do in these assays?
MITF act: 0; AddAB inh: 0.8; CAL PDZ FP-1: -1.0; Tat export inh: -2; SR-BI DiI-HDL act: 2; phage Ecoli inh: 3.0; CAL PDZ FP-2: -5; Ecoli viability: 2.3; SR-BI DiI inh: -2; Wnt act: -1

What do the screens show for `Cc1ccccc1CS(=O)(=O)Cc1ccc(C(=O)NCc2ccco2)o1`?
MITF act: -5; AddAB inh: 0.3; CAL PDZ FP-1: -0.4; Tat export inh: -1; SR-BI DiI-HDL act: 18; phage Ecoli inh: 2.5; CAL PDZ FP-2: -5; Ecoli viability: 0.3; SR-BI DiI inh: -18; Wnt act: -2

How did CC12CCC(=O)N1C(C(=O)Nc1nc(-c3cc(F)ccc3F)cs1)CS2 (centres undefined) do in these assays?
MITF act: 7; AddAB inh: -1.5; CAL PDZ FP-1: -1.8; Tat export inh: -1; SR-BI DiI-HDL act: -42; phage Ecoli inh: 1.4; CAL PDZ FP-2: -5; Ecoli viability: 3.1; SR-BI DiI inh: 42; Wnt act: 2

How did Cn1c(CNC2CCCCC2)nc2ccccc21 do in these assays?
MITF act: 11; AddAB inh: -4.1; CAL PDZ FP-1: -2.0; Tat export inh: -11; SR-BI DiI-HDL act: 14; phage Ecoli inh: 1.2; CAL PDZ FP-2: -3; Ecoli viability: -1.3; SR-BI DiI inh: -14; Wnt act: 1

How did COc1ccc(C)cc1NC(=O)Nc1ccc2c(c1)CCC2 do in these assays?
MITF act: 5; AddAB inh: 1.9; CAL PDZ FP-1: -1.5; Tat export inh: 7; SR-BI DiI-HDL act: -49; phage Ecoli inh: 1.1; CAL PDZ FP-2: -3; Ecoli viability: 3.1; SR-BI DiI inh: 49; Wnt act: -3

How did Cc1ccc(NC(=O)CN(C)C(=O)c2ccc(Cl)nc2)cc1 do in these assays?
MITF act: -8; AddAB inh: 4.0; CAL PDZ FP-1: -1.3; Tat export inh: -20; phage Ecoli inh: 0.7; CAL PDZ FP-2: 5; Ecoli viability: -2.0; Wnt act: -3

How did O=C(NC(=S)NC(CO)Cc1ccccc1)c1ccc(F)cc1 (centres undefined) do in these assays?
MITF act: 23; AddAB inh: -1.5; CAL PDZ FP-1: -0.2; Tat export inh: 3; SR-BI DiI-HDL act: 30; phage Ecoli inh: 0.5; CAL PDZ FP-2: 0; Ecoli viability: 0.4; SR-BI DiI inh: -30; Wnt act: -3

How did CC(C)C(NS(=O)(=O)c1ccccc1F)C(=O)N1CCc2ccccc2C1 (centres undefined) do in these assays?
MITF act: -3; AddAB inh: 3.0; CAL PDZ FP-1: -2.6; Tat export inh: 0; phage Ecoli inh: -1.1; CAL PDZ FP-2: 1; Ecoli viability: -0.6; Wnt act: -2

What do the screens show for `Cc1cc(C)c2c3c(c(-c4ccccc4)n2n1)c(=O)n(C)c(=O)n3C`?
MITF act: 6; CAL PDZ FP-1: 0.0; Tat export inh: 22; SR-BI DiI-HDL act: 8; phage Ecoli inh: 3.0; CAL PDZ FP-2: -2; SR-BI DiI inh: -8; Wnt act: -1

What do the screens show for `Cc1ccc2c(c1)NCC(C(=O)NC1CCC(C)CC1)O2` (centres undefined)?
AddAB inh: 0.0; CAL PDZ FP-1: -0.2; Tat export inh: 4; SR-BI DiI-HDL act: -11; phage Ecoli inh: 3.3; Ecoli viability: 2.2; SR-BI DiI inh: 11; Wnt act: 4

How did Cc1c(C)c2ccc(OCC(=O)N3CCC(C(=O)O)CC3)c(C)c2oc1=O do in these assays?
MITF act: 5; AddAB inh: -0.3; CAL PDZ FP-1: 0.6; Tat export inh: -5; SR-BI DiI-HDL act: 12; phage Ecoli inh: 2.0; CAL PDZ FP-2: -1; Ecoli viability: 0.2; SR-BI DiI inh: -12; Wnt act: -2

2 entries drawn at random from those above:
How did Cc1c(C)c2ccc(OCC(=O)N3CCC(C(=O)O)CC3)c(C)c2oc1=O do in these assays?
MITF act: 5; AddAB inh: -0.3; CAL PDZ FP-1: 0.6; Tat export inh: -5; SR-BI DiI-HDL act: 12; phage Ecoli inh: 2.0; CAL PDZ FP-2: -1; Ecoli viability: 0.2; SR-BI DiI inh: -12; Wnt act: -2

How did CC12CCC(=O)N1C(C(=O)Nc1nc(-c3cc(F)ccc3F)cs1)CS2 (centres undefined) do in these assays?
MITF act: 7; AddAB inh: -1.5; CAL PDZ FP-1: -1.8; Tat export inh: -1; SR-BI DiI-HDL act: -42; phage Ecoli inh: 1.4; CAL PDZ FP-2: -5; Ecoli viability: 3.1; SR-BI DiI inh: 42; Wnt act: 2

Continued.
What do the screens show for `Cc1nnc2n(Cc3ccccc3)c(=O)c3c4c(sc3n12)COC(C(C)C)C4` (centres undefined)?
MITF act: 2; AddAB inh: -0.8; CAL PDZ FP-1: -1.6; Tat export inh: 4; SR-BI DiI-HDL act: 33; phage Ecoli inh: 1.6; CAL PDZ FP-2: -1; Ecoli viability: -0.8; SR-BI DiI inh: -33

What do the screens show for `Cc1cc(NC(=O)C(C)SCC(=O)N(C)CC(=O)Nc2ccccc2Br)no1` (centres undefined)?
MITF act: -5; AddAB inh: 0.2; CAL PDZ FP-1: -2.1; Tat export inh: 20; SR-BI DiI-HDL act: 21; phage Ecoli inh: 0.9; CAL PDZ FP-2: -3; Ecoli viability: 1.6; SR-BI DiI inh: -21; Wnt act: -2

What do the screens show for `O=C(O)CCC(NC(=S)Nc1ccccc1)C(=O)O` (centres undefined)?
MITF act: 19; AddAB inh: -0.8; CAL PDZ FP-1: 0.0; Tat export inh: 3; SR-BI DiI-HDL act: 5; phage Ecoli inh: 4.3; CAL PDZ FP-2: -4; Ecoli viability: -1.3; SR-BI DiI inh: -5; Wnt act: 0

Results for Cc1cc(C)cc(NC(=O)C(OC(=O)c2cccs2)c2ccccc2)c1 (centres undefined) ?
MITF act: -3; AddAB inh: 1.1; CAL PDZ FP-1: 0.2; Tat export inh: -1; SR-BI DiI-HDL act: 8; phage Ecoli inh: 3.9; Ecoli viability: -1.6; SR-BI DiI inh: -8; Wnt act: -1

How did O=C(NC1CCCc2c1cnn2-c1ccc(F)cc1F)c1cnccn1 (centres undefined) do in these assays?
MITF act: -4; AddAB inh: 1.0; CAL PDZ FP-1: -1.3; Tat export inh: -19; SR-BI DiI-HDL act: -4; phage Ecoli inh: 4.0; CAL PDZ FP-2: -2; Ecoli viability: -2.8; SR-BI DiI inh: 4

Results for COc1ccc(CC(=O)Nc2ccc(S(=O)(=O)Nc3ncccn3)cc2)cc1OC ?
MITF act: -1; AddAB inh: -2.1; CAL PDZ FP-1: -0.2; Tat export inh: 4; SR-BI DiI-HDL act: 17; phage Ecoli inh: 0.5; CAL PDZ FP-2: 0; Ecoli viability: -2.3; SR-BI DiI inh: -17; Wnt act: 1

What do the screens show for `c1ccc(-c2ccccc2-c2nc(-c3cccnc3)no2)cc1`?
MITF act: 4; AddAB inh: 2.1; CAL PDZ FP-1: -1.4; Tat export inh: -3; SR-BI DiI-HDL act: -37; phage Ecoli inh: 3.6; Ecoli viability: 1.3; SR-BI DiI inh: 37

What do the screens show for `CCCn1nnnc1NC(=O)COc1ccc(Cl)c(C)c1`?
MITF act: -11; AddAB inh: 2.5; CAL PDZ FP-1: -0.4; Tat export inh: -4; phage Ecoli inh: -4.2; CAL PDZ FP-2: -3; Ecoli viability: -3.5

What do the screens show for `CCOC(=O)/C=C1\SCC(=O)N1CC(=O)NC(c1ccccc1)c1ccccc1`?
MITF act: -11; AddAB inh: -1.5; CAL PDZ FP-1: -2.6; Tat export inh: -11; SR-BI DiI-HDL act: 15; phage Ecoli inh: 1.8; CAL PDZ FP-2: 0; Ecoli viability: -2.2; SR-BI DiI inh: -15; Wnt act: -2
